High-throughput results from PubChem BioAssay.
M4 ag: human M4 muscarinic receptor agonists, primary screen, CHO-K1 cells, Fluo-8 calcium fluorescence; Muscarinic acetylcholine receptor M4 (Homo sapiens), P08173; activation, % at 3 µM; 360,000 tested, 0.14% active; CHO-K1 hM4/Gqi5; vehicle 0%, full acetylcholine response 100%;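 active means activation above the run mean over all test wells plus 3 SD, cut at about 32% in these data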;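 further: peak over basal fluorescence ratio per well then scaled between controls; 0% = DMSO wells and 100% = acetylcholine at EC100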
OXTR potentiator: human OXTR potentiators, primary screen, fluorescence, CHO-OTR cells, Fluo-8 calcium. Oxytocin receptor (Homo sapiens), P30559. Fluo-8 calcium fluorescence, potentiator mode; 0% = oxytocin EC15, 100% = EC100. activation, % at 3 µM. 320,000 tested, 0.061% active. AID 2445, 2010;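 active means activation above that plate's cutoff, the mean activation of tested compounds plus 3 SD, cut at about 6.6% in these data, passing the limit was not always enough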;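 further: 100% uses oxytocin at 75 nM as the full agonist control; some results filed as inactive read as strong as hits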
Target sequence (P30559 whole entry, looked up): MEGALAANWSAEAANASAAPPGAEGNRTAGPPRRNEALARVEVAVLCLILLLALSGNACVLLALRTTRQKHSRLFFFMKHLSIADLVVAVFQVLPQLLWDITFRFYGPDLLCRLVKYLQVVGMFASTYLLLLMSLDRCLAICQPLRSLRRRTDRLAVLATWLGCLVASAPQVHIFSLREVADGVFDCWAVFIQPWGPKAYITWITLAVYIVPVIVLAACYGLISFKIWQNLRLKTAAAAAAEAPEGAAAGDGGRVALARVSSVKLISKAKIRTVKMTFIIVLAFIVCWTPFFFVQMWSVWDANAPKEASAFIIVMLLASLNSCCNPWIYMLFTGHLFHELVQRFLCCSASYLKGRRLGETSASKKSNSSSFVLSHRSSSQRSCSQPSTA
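Replication – single well per compound, singlicate · Assay system – CHO cell line stably expressing human OTR · Timing – 6 min pre-incubation, 100 s read · Measure – normalized max/min fluorescence ratio, % activation · Doses – 3.0 µM, one dose · Detection – Fluo-8 calcium dye fluorescence · Probe or stimulus – oxytocin near EC15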
CHRM1 agonist: human M1 muscarinic receptor agonists, primary screen, Fluo-8 calcium fluorescence, CHO-K1 cells, HTS; AID 588814, 2011; CHO-K1 hM1, agonist mode; 0% DMSO, 100% acetylcholine EC100; Muscarinic acetylcholine receptor M1 (Homo sapiens), P11229; 360,000 tested, 0.33% active; activation, % at 3 µM;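 active means activation above the run's mean compound activation plus 3 SD, cut at about 16% in these data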;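 further: peak over basal fluorescence ratio within a 140 s kinetic read after compound addition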
Target sequence (P11229 whole entry, looked up): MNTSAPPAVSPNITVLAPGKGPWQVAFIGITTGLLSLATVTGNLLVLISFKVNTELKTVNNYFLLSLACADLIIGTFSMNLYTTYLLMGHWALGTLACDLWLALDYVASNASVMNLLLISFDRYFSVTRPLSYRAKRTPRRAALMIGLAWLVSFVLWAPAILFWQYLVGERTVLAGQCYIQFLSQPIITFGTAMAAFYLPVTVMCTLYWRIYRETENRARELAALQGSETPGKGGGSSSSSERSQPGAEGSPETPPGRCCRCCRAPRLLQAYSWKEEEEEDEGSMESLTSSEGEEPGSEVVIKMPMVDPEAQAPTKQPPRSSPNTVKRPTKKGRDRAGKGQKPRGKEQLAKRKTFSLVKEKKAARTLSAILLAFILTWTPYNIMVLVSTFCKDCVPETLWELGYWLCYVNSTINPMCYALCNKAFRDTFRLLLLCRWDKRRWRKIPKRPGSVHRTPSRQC
CHO-K1 Ca ag: counter-screen for M1 agonists: effect in parental CHO-K1 cells; Fluo-8 calcium fluorescence; scaled to maximal ATP response, vehicle zero; activation, % at 3 µM; 360,000 tested, 0.48% active; AID 602248, 2012; in the data active means activation above about 15%;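 further: untransfected CHO-K1 host cells lacking M1 receptor as counterscreen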
CHO parental Ca: ATP-evoked calcium signal inhibitors, parental CHO, primary screen, counter-screen for OX1R antagonist project, cell-based, fluorescence, Fluo-8 calcium dye. parental CHO-K1, ATP-induced calcium, Fluo-8 fluorescence. inhibition, % at 5.6 µM. 330,000 tested, 0.63% active;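 active means inhibition above that plate's mean sample inhibition plus 3 SD, cut at about 26% in these data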;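 further: 0% = ATP-challenged DMSO wells and 100% = DMSO wells without ATP; some compounds past the cut are filed as inactive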
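Material: Parental CHO cells | Reagent: ATP | Compound dosing: Single nominal dose of 5.6 µM per compound | Detection: Intracellular calcium via Fluo-8 no-wash fluorescent dye | Read-out: % inhibition of ATP-induced calcium mobilization | Benchmarks: Low control ATP plus DMSO, high control DMSO only | Replicates: Singlicate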
CHRM4 antagonist: human M4 muscarinic receptor antagonists, primary screen, CHO cells, Fluo-8 calcium fluorescence | CHO-hM4 cells, ACh EC80 | inhibition, % at 3 µM | 360,000 tested, 0.73% active | AID 624125, 2012;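 active means inhibition above its plate's cutoff, the mean inhibition of sample wells plus 3 SD, cut at about 27% in these data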;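 further: 0% = acetylcholine EC80 with DMSO and 100% = DMSO without agonist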
CHO-K1 Ca antag: nonselective inhibitor or artifact in parental CHO-K1 cells; ATP-induced calcium, Fluo-8 fluorescence; inhibition, % at 3 µM; 360,000 tested, 0.6% active;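 active means inhibition above a per-plate cutoff, the plate's mean sample inhibition plus 3 SD, cut at about 24% in these data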;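 further: 0% = DMSO plus EC80 ATP and 100% = DMSO alone without ATP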
CHRM1 PAM: human M1 muscarinic receptor positive allosteric modulators, primary screen, CHO-K1 cells, Fluo-8 calcium fluorescence, 1536-well. Muscarinic acetylcholine receptor M1 (Homo sapiens), P11229. CHO-K1 hM1, ACh EC20; 0% = ACh EC20, 100% = maximal ACh. activation, % at 3 µM. 360,000 tested, 0.088% active. AID 588819, 2011; in the data active means activation above about 19%, passing the limit was not always enough
CHRM1 antagonist: human M1 muscarinic receptor antagonists, primary screen, CHO-K1 cells, Fluo-8 calcium fluorescence, 1536-well | Muscarinic acetylcholine receptor M1 (Homo sapiens), P11229 | CHO-K1 hM1, ACh EC80 antagonist | inhibition, % at 3 µM | 360,000 tested, 1.3% active;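 active means percent inhibition above its own plate's cutoff, namely the mean of that plate's compound wells plus 3 SD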;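 further: peak over basal fluorescence ratio during 140 s after agonist addition; 0% = ACh EC80 plus DMSO and 100% = DMSO alone without agonist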
* = called active by the depositor; nt = not tested or not shown.

Each structure is followed by: M4 ag | OXTR potentiator | CHRM1 agonist | CHO-K1 Ca ag | CHO parental Ca | CHRM4 antagonist | CHO-K1 Ca antag | CHRM1 PAM | CHRM1 antagonist
1) Cc1ccc2oc(=O)c3cc(C(=O)NCCCN4CCc5ccccc5C4)sc3c2c1
  3 | -5 | -14 | 0.3 | -30 | 2 | -15 | -21 | 25*
2) O=C(NC1CCCC1)c1nc2c(nnn2Cc2ccccc2Cl)c(=O)[nH]1
  -2 | 3 | -1 | -0.7 | -15 | 7 | -10 | 8 | -11
3) Cc1cc(CN2CCC(n3nccc3NC(=O)c3ccccc3C)CC2)n[nH]1
  0 | -2 | -1 | 0.9 | -15 | -2 | -17 | 24 | -20
4) COc1cc(NC(N)=S)c(OC)cc1Cl
  0 | -10 | 0 | 0.3 | 9 | -3 | -5 | -6 | 12
5) O=C(c1ccc(F)cc1)N1CCC(N2CCOCC2)CC1
  1 | -1 | -2 | 0.3 | 15 | -4 | -7 | 3 | -26
6) c1ccc(-c2cccc(-c3ccccn3)n2)nc1
  0 | -8 | -6 | 2.1 | -2 | 6 | -12 | -1 | 6
7) CCN(Cc1ccccc1)C(=O)c1[nH]c2ccc(OC)cc2c1C
  2 | nt | 1 | 0.4 | nt | -10 | 3 | 10 | -7
8) O=C(Nc1cccc(-c2ccc(N3CCOCC3)nn2)c1)c1ccc(F)cc1F
  3 | -8 | -3 | 1.0 | -21 | -14 | -11 | 0 | 1
9) CCN(CC)S(=O)(=O)c1ccc(NC(=O)COC(=O)CN2C(=O)c3ccccc3C2=O)cc1
  4 | -3 | -5 | 0.4 | -1 | -3 | 13 | -5 | 0
10) CCC(C(=O)Nc1ccc(C(=O)N2CCCC2)cc1)c1ccccc1 (stereo not given)
  13 | -6 | 18* | 11 | -13 | 6 | -3 | -8 | 13
11) O=C1OC(c2ccccc2)(N(Nc2ccccc2)c2ccccc2)c2ccccc21 (stereo not given)
  2 | nt | -7 | 0.1 | nt | -12 | -3 | -7 | 2
12) CCOC(=O)CN1C(=O)C2Cc3ccccc3CN2C1=S (stereo not given)
  1 | -21 | -3 | 0.0 | -1 | 6 | 3 | -1 | 7
13) CCC(C)NC(=O)Nc1ccc(F)c(Cl)c1 (stereo not given)
  5 | -9 | -4 | 3.9 | -9 | -4 | 4 | -5 | 3
14) Cc1ccc(S(=O)(=O)N2CCN(C(=O)c3ccccn3)CC2)c(C)c1
  2 | -12 | -2 | 0.8 | -10 | -5 | -21 | 12 | -11
15) CC1(C)CC(=O)C2=C(C1)N(CCN1CCOCC1)C1=C(C(=O)CC(C)(C)C1)C2c1ccc(Cl)cc1
  3 | 2 | -4 | 1.5 | -8 | -6 | -6 | 9 | -30
16) Cc1nc2cc(S(=O)(=O)N3CCC(C(=O)O)CC3)ccc2n1C1CCCC1
  1 | -2 | -3 | -0.3 | 2 | 8 | -2 | 3 | -3
17) Cc1ccc(NC(=O)C2CCCC2)cc1S(=O)(=O)N1CCOCC1
  0 | -6 | -2 | -0.3 | -16 | -9 | -6 | 8 | -5
18) O=C(NCCNc1cc(Cl)ccc1[N+](=O)[O-])c1ccco1
  -1 | -6 | -5 | 0.4 | -5 | 11 | 1 | 3 | 0
19) CCOc1cc(/C=N/NC(=O)OC)ccc1OCCSc1ccc(Cl)cc1
  11 | -15 | -1 | 2.6 | -17 | -4 | 3 | -3 | -4
20) CCC(=O)Nc1ccc(-c2nnc(SCC(=O)NCC3CCCO3)n2C)cc1 (stereo not given)
  1 | -2 | -4 | 0.8 | -8 | -3 | -9 | -5 | 5
21) Cc1ccc(C)c(OCC(=O)Nc2ccccc2N2CCCC2)c1
  0 | -11 | -2 | -0.6 | -19 | -8 | -3 | 3 | -25
22) CN(Cc1ccccc1)Cc1nc2c([nH]1)c(=O)[nH]c(=O)n2C
  1 | -6 | -5 | -0.2 | -25 | 2 | -8 | 4 | 6
23) CC1CN(CCCCSc2ccc(Cl)cc2)CC(C)O1 (stereo not given)
  3 | -18 | -8 | 5.7 | -3 | -20 | -34 | -5 | -4
24) c1cc(-c2cc3cc(N4CCOCC4)ccc3o2)cs1
  3 | -8 | -6 | 0.7 | -8 | -22 | -8 | 1 | -3
25) O=C(/C=C/c1ccccc1)N1CCC(N2CCC(C(=O)N3CCOCC3)CC2)CC1
  0 | 1 | -14 | 1.3 | -10 | -13 | -8 | 12 | -1
26) COc1ccccc1OCC(=O)NCCSCc1ccccc1Cl
  1 | -1 | -6 | 0.6 | -18 | -1 | 0 | 1 | -1
27) COc1ccc(-c2c(-c3ccc(OC)c(C)c3O)n[nH]c2C)cc1
  -2 | -4 | -5 | 0.5 | -2 | -6 | -7 | 2 | -6
28) CC(=O)N1CCN(C(=O)c2cc(-c3cccc4ccccc34)nc3ccccc23)CC1
  20 | 0 | 0 | 7.3 | -18 | -8 | 5 | -9 | 27
29) Cc1nc(-c2ccc(NC(=O)/C=C\C(=O)O)cc2)cs1
  2 | -8 | -8 | 2.1 | -14 | 0 | 10 | 16 | -3
30) O=C(O)c1ccn2c(C(=O)c3ccc(Cl)cc3)c(-c3ccccc3)cc2c1
  -2 | -2 | -7 | -0.4 | 1 | -2 | -5 | 8 | -18
31) CC(C)(C)OC(=O)N1CCC[C@H]1c1nnc(SCc2ccccc2Cl)o1
  4 | -12 | -4 | 0.5 | -9 | -10 | 8 | -4 | 11
32) Nc1ccc(C(=O)OCC(=O)Nc2ccc([N+](=O)[O-])cc2C(F)(F)F)cc1
  3 | -6 | -5 | 1.8 | -7 | 4 | -11 | 2 | -4
33) N/C(=N\OC(=O)COc1ccc([N+](=O)[O-])cc1)c1cccnc1
  2 | -5 | -6 | 0.3 | 4 | -2 | -4 | 11 | -7
34) Cc1ccc(N(CC(O)CN2CCCC2)S(=O)(=O)c2ccccc2)cc1 (stereo not given)
  2 | -2 | -5 | -0.4 | -20 | 7 | 2 | 12 | -13
35) CNC(=S)N/N=C(\C)c1ccc(Cl)s1
  0 | -1 | -11 | 0.2 | -12 | -3 | -6 | 5 | -7
36) CCN1CCN(Cc2c(O)ccc3c2O/C(=C\c2ccccc2)C3=O)CC1
  2 | -4 | -4 | 2.2 | -15 | -6 | -7 | 4 | -6
37) Cc1c(CN2CCCC(C(=O)Nc3cccc(-n4cccn4)c3)C2)cnn1C (stereo not given)
  1 | -6 | -5 | 0.0 | -31 | 3 | -9 | -4 | 5
38) c1cc2nnnn2nc1N1CCCCC1
  2 | 2 | -10 | 1.6 | -1 | -3 | -24 | 10 | -12
39) COc1ccc(C(=O)/C=C/c2ccc(O)cc2)c(O)c1CC=C(C)C
  2 | -11 | 4 | 1.7 | -10 | 7 | -12 | 5 | -1
40) O=C(NC(=S)NCCCN1CCOCC1)c1ccc(Br)cc1
  2 | -15 | -5 | 2.8 | -13 | 4 | -7 | 11 | -13
41) CCCn1nnnc1SCC(=O)N1CCCCC1
  0 | 4 | -8 | 1.5 | 13 | 11 | -10 | 2 | 3
42) O=C(O)/C=C/C(=O)NC1CCS(=O)(=O)C1 (stereo not given)
  1 | 2 | 0 | 0.2 | -6 | 13 | 1 | -4 | 11
43) COc1cc(NC(=O)c2ccccc2Cl)ccc1NC(=O)c1ccco1
  6 | -9 | -2 | 1.5 | -15 | -7 | -12 | 8 | -7
44) CCn1c(SCC(=O)Nc2cccc(OC)c2)nc2c(c1=O)SCC2
  -1 | 2 | 0 | 0.7 | -18 | -5 | -10 | 8 | -8
45) CCOc1ccccc1NC(=O)CSc1nc2ccccc2nc1N1CCOCC1
  3 | 6 | -4 | -0.6 | -27 | -1 | 22 | -2 | 3
46) CC1=C(C(=O)NC(C)c2ccccc2)C2(CCC(C)CC2)OC1=O (stereo not given)
  0 | -2 | -3 | 0.2 | -15 | 3 | 5 | 2 | -18
47) Cc1cc(C)c2c(N=CN(C)C)c(C(=O)N3CCN(c4ncccn4)CC3)sc2n1
  2 | -12 | -2 | 1.1 | -18 | -1 | -5 | 8 | -10
48) Cc1ccc(NC(=S)N2CCc3[nH]c4ccccc4c3C2)cc1
  8 | -7 | 5 | 4.6 | 3 | 1 | -6 | 0 | 0
49) O=C(NCC(=O)N1CCN(S(=O)(=O)c2ccccc2)CC1)c1ccc(Br)o1
  1 | -8 | -3 | 0.9 | -8 | -2 | -6 | 8 | -7
50) Clc1ccc(CSc2nnnn2-c2ccc3c(c2)OCO3)c(Cl)c1
  1 | -18 | -3 | 1.9 | 8 | -3 | -16 | -8 | 3
51) Cc1ccc(NC(=O)N2C3CCCC2CC(NC(=O)C2CC2)C3)cc1 (stereo not given)
  1 | -7 | -12 | -0.1 | -10 | -6 | -13 | 3 | 0
52) O=C(COC(=O)/C=C/c1ccccc1Cl)NCc1ccccc1
  0 | 0 | -5 | 0.2 | -12 | -2 | -2 | 6 | -6
53) COc1ccccc1C(CNC(=O)c1cc(C)nc2ccccc12)N(C)C (stereo not given)
  1 | -4 | -11 | 0.1 | -11 | -1 | 6 | -13 | 9
54) Fc1ccc(-c2n[nH]c(=S)n2/N=C/c2c[nH]c3ccccc23)cc1
  2 | -9 | -4 | -0.4 | 1 | 0 | 0 | 5 | -5
55) Cn1c(CN2CCN(c3cccc(Cl)c3)CC2)nc2ccccc21
  4 | -8 | -7 | 0.5 | -19 | 5 | 1 | -15 | 26*
56) COCc1cc(C)nc(N2CCc3ccccc32)c1C#N
  0 | -7 | -5 | -0.7 | -12 | 4 | -8 | -6 | 4
57) COc1cccc(C(=O)COc2ccc(NC(=O)c3ccccc3)cc2)c1
  11 | nt | 1 | 1.6 | nt | -9 | -3 | 8 | -14
58) COc1cc(C=C2NC(=O)NC2=O)ccc1O
  2 | nt | -1 | 0.8 | nt | -15 | -20 | 11 | -17
59) O=C(C[n+]1ccccc1)c1ccc(-c2ccccc2)cc1
  1 | 0 | -8 | 0.1 | -2 | -4 | -4 | -19 | 40*
60) CCC(C)N1C(=O)CCC1C(=O)N1CCN(c2ccc(F)cc2)CC1 (stereo not given)
  0 | -5 | -4 | 0.1 | -3 | 13 | -8 | 1 | -5
61) Cc1cccc(NC(=S)N2CCN(S(=O)(=O)c3ccccc3)CC2)c1
  1 | nt | -4 | 1.6 | nt | -2 | -4 | -1 | 2
62) COc1cc2c(CCNC(C)=O)c[nH]c2cc1Cl
  2 | 2 | 0 | -0.2 | -13 | 17 | -1 | -3 | -14
